# M. tuberculosis HTS = M. tuberculosis growth inhibition, HTS (AID 449762) | M. tuberculosis H37Rv growth inhibition, 7H9 media; higher % means a stronger effect | inhibition, % at 25 µM, or IC50 in µM where a hit was titrated | 0.59% of 330,000 active; in the data active means a potency from the dose series; inconclusive means inhibition above about 70% without an active follow-up result;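 further: bacterial growth assessed after seven days of incubation; strong numbers were not always called active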
# VEEV TC-83 Vero = inhibitors of VEEV TC-83 cytopathic effect, confirmation, Vero cells (AID 588727); Vero cells, VEEV TC-83 cytopathic effect inhibition; higher % means a stronger effect; 0.13% of 350,000 active; one-dose inhibition, % at 20 µM; IC50 in µM for titrated hits; in the data active means a potency from the dose series; inconclusive means inhibition mostly from about 14% at the one dose, without a potency; inactive means the rest, 99 in 100 with inhibition below about 12%; further: strong numbers were not always called active
# influenza NS1A = H1N1 influenza NS1A inhibitors, functional cell based assay (AID 504329); NS1A functional cell-based assay, percent inhibition; higher % means a stronger effect; inhibition, % at 12.5 µM; hits with a dose series show IC50 in µM; 0.3% of 340,000 active; in the data active means a potency from the dose series; inconclusive means inhibition above about 27% without an active follow-up result; further: strong numbers were not always called active
# Salmonella PhoP GFP = PhoP regulon inhibitors, Salmonella typhi PhoP promoter GFP reporter, confirmatory (AID 1850) | Salmonella Typhi PhoP-promoter GFP reporter, fluorescence, 4 h; higher % means a stronger effect | one-dose inhibition, % at 50 µM; IC50 in µM for titrated hits | 0.33% of 310,000 active; in the data active means a potency from the dose series; inconclusive means inhibition mostly from about 25% at the one dose, without a potency; inactive means the rest, 99 in 100 with inhibition below about 19%;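 further: 0% = induced wells with vehicle and 100% = uninduced wells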
# tuberculosis growth = growth inhibition of non-replicating M. tuberculosis (AID 488890); Mycobacterium tuberculosis non-replicating, growth inhibition; higher % means a stronger effect; inhibition, % at 25 µM; hits with a dose series show IC50 in µM; 0.39% of 320,000 active; in the data active means a potency from the dose series; inconclusive means inhibition mostly from about 82% at the one dose, without a potency; inactive means the rest, 99 in 100 with inhibition below about 76%;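 further: plate controls were DMSO cells for no effect and high antibiotic wells for full effect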
# VEEV TC-83 Vero 10K pilot screen = second read-out of VEEV TC-83 Vero, no call of its own (marks repeat the call); inhibition, %; measured here: 10K pilot screen inhibition
# * hit, by the source's call; i = inactive; ? = inconclusive; . = not tested or not shown; & = joins results of further samples.
SMILES,M. tuberculosis HTS,VEEV TC-83 Vero,influenza NS1A,Salmonella PhoP GFP,tuberculosis growth,others
Cc1ccc(C(=O)OCC(=O)NC2CCCC2)cc1C,-6%,i,-8%,4%,2%,
CN1C(=O)C(C)(C2=CCCCC2)C(=O)NC1=S (configuration not stated),.,i,-26%,.,.,
C=C1CCN([C@@H](CC(C)C)C(=O)NCc2ccc(Cl)c(Cl)c2)S(=O)(=O)c2ccccc21,3%,2.2%,-5%,-3%,-1%,
CC(C)c1ccc2c(c1)c(SC(C)(C)C)c(CC(C)(C)C(=O)O)n2Cc1ccc(Cl)cc1,8%&14%,i,-5%,-7%&14%,8%&-1%,
O=C(NC(=S)NC1CCS(=O)(=O)C1)c1cccs1 (configuration not stated),-8%,0.4%,-7%,9%,-18%,
CCC/C=C1/CCCOC(C(=O)NCc2ccc(C)o2)(C(F)(F)F)C1 (configuration not stated),6%,2.2%,12%,.,-3%,
CN(Cc1ccccc1)C1CCN(Cc2ccccc2[N+](=O)[O-])CC1,-10%,i,3%,-1%,-6%,
O=C(/C=C/c1ccccc1)Nc1cccc(C(=O)N2CCCC2)c1,.,i,-16%,.,.,
c1cn(CC2(Cn3ccnc3)COC2)cn1,2%,3.5%,-25%,8%,-5%,
CSc1ccc(S(=O)(=O)N(C)Cc2ccccc2)cc1,-2%,6.5%,-1%,-7%,42%,
COc1cccc(OC)c1C(=O)NNC(=O)c1cccnc1,-7%,1.2%,.,-12%,-10%,
Cc1ccc2nc(Nc3ccccc3)c(/C=N/O)c(=O)n2c1,12%,7.0%,-20%,5%,-4%,
CC1=CC(C)(C)NC(=S)N1c1ccc(Cl)cc1,.,i,3%,.,.,
O=C(O)c1ccc(CSc2nnc(-c3ccco3)o2)cc1,-1%,0.1%,-1%,-12%,4%,
CS(=O)(=O)n1nc(OC(=O)c2cc(Br)ccc2Cl)cc1N,-1%,0.7%,3%,-8%,21%,
COc1cc(OC)cc(C(=O)Nc2ccc(Cn3ccnc3)cc2)c1,6%,i,-8%,-8%,0%,
Cn1c(=O)n(C)c2cc(/C=N/N=C3/NC(=O)C(CC(=O)O)S3)ccc21 (configuration not stated),11%,1.2%,15%,0%,-4%,
COc1ccc(C(=O)C2CCCN(C3CSCCSC3)C2)c(C)c1 (configuration not stated),23µM*,2.8%,2%,0%,18%,
CCCc1nc2ccccc2c(=O)n1-c1c(C)n(C)n(-c2ccccc2)c1=O,-7%,i,-23%,1%,-1%,
CCN(CC(=O)Nc1ccc(NC(C)=O)cc1)C(=O)c1cc([N+](=O)[O-])ccc1Sc1ccc(Cl)cc1,.,5.1%,3%,.,.,
COc1ccc(S(=O)(=O)N2CCOCC2)cc1C(=O)Nc1ccc(N2CCCCCC2)cc1,.,2.0%,6%,.,.,
Cc1cc(C)cc(-n2c3nc4ccccc4nc3c3c(=O)n(Cc4ccco4)cnc32)c1,5%,4.9%,1%,-6%,33%,
CCn1cc(/C=N/NC(=O)c2ccc3c(c2)OCO3)c(C)n1,2%,1.6%,-10%,5%,-8%,
COC(=O)C1=C(C(=O)OC)C2C(C)=CC(C)=CN2C(C(=O)OC)=C1C(=O)OC (configuration not stated),15%,0.4%,0%,-1%,7%,

# Compounds listed so far containing two or more sulfur atoms, in the order listed:
SMILES,M. tuberculosis HTS,VEEV TC-83 Vero,influenza NS1A,Salmonella PhoP GFP,tuberculosis growth,others
O=C(NC(=S)NC1CCS(=O)(=O)C1)c1cccs1 (configuration not stated),-8%,0.4%,-7%,9%,-18%,
CSc1ccc(S(=O)(=O)N(C)Cc2ccccc2)cc1,-2%,6.5%,-1%,-7%,42%,
COc1ccc(C(=O)C2CCCN(C3CSCCSC3)C2)c(C)c1 (configuration not stated),23µM*,2.8%,2%,0%,18%,

# Later entries:
SMILES,M. tuberculosis HTS,VEEV TC-83 Vero,influenza NS1A,Salmonella PhoP GFP,tuberculosis growth,others
CCC(C(=O)NC1CCCCC1)n1c(SCc2ccccc2F)nc2ccncc21 (configuration not stated),3%,0.6%,1%,4%,66%,VEEV TC-83 Vero 10K pilot screen=0.6
O=C(/C=C/Nc1cccc([N+](=O)[O-])c1)c1ccco1,7%,0.1%,-3%,-6%,16%,
CCOc1ccc(N/C(C)=C/C(=O)c2ccc3c(c2)OCCO3)cc1,12µM*,5.7%,6%,5%,72%,
O=C(Cc1ccccc1F)Nc1cc(S(=O)(=O)N2CCOCC2)ccc1N1CCOCC1,-10%,0.2%,-7%,.,-11%,
CCCCOC(=O)Nc1nc(C)c(C(=O)OCC)s1,?,3.2%,-1%,6%,31%,
CCOc1ccc(NC(=O)c2ccc(NC(=S)NC3CC3)cc2)cc1,0%,0.3%,11%,-4%,?,
O=C(/C(=N\O)n1cncn1)c1ccc(Br)cc1Br,-8%,2.7%,-2%,-5%,-3%,
COc1ccccc1CNC(=O)CN(C)S(=O)(=O)c1ccc(F)cc1,-1%,1.1%,-18%,9%,23%,
Cc1ccc(OCCC(=O)Nc2cc(S(=O)(=O)N3CCOCC3)ccc2N2CCCC2)cc1,.,3.5%,2%,.,.,
O=C(NCCN1CCN(c2ccccc2)CC1)c1cccc(Cl)c1,12%,0.8%,16%,3%,11%,
COc1ccc(CCNC(=O)CCCN2C(=O)c3ccccc3C2=O)cc1,-5%,3.0%,.,-5%,5%,
COc1ccc(C(=O)CSc2nc(C)cc(C)n2)cc1C,6%,2.3%,-4%,-5%,17%,
CC(C)(C)OC(=O)NCc1ccc(CNC(=O)c2[nH]cnc2C(=O)NCC(=O)OCc2ccccc2)cc1,3%,13%,-19%,-5%,51%,
Cc1csc(Nc2nc(N)c(C(=O)Nc3cc(Cl)ccc3F)o2)n1,-4%,i,-2%,-13%,-3%,
CC(C)(C)c1ccc(-n2ncc3c2CCCC3NC(=O)C2(C(N)=O)CC2)cc1 (configuration not stated),8%,i,-7%,4%,17%,
CCC(=O)Nc1nnc(SCC(=O)Nc2cccc(Cl)c2)s1,-14%,6.9%,-8%,-4%,-2%,
CCN(CC)CCN(Cc1cc2cc(C)c(C)cc2[nH]c1=O)C(=S)NCc1ccco1,12%,9.1%,14%,11%,13%,
O=C1NC(Cc2ccccc2)c2nc3ccc(Cl)cc3c(=O)n2-c2ccccc21 (configuration not stated),-1%,.,.,.,7%,
Cc1ccc(C)n1CCN1CCN(C(=O)c2ccco2)CC1,5%,0.2%,-17%,-18%,9%,
CCCCCN(C(=O)CCC(=O)OCC(=O)N(CC#N)c1ccccc1)c1c(N)n(CCCC)c(=O)[nH]c1=O,-2%,0.6%,-7%,3%,-13%,
O=C1CCN(Cc2ccccc2)N1,4%,i,-20%,-11%,6%,
CN(C(=O)CNC(=O)c1ccc(Br)o1)C1CCCCC1,-13%,2.9%,-8%,4%,-5%,
COc1ccc(NC(=O)C2CCN(S(=O)(=O)c3c(C)noc3C)CC2)cc1Cl,-5%,0.6%,0%,-5%,0%,
CCOC(=O)c1nnsc1-c1ccc(-c2snnc2C(=O)OCC)cc1,3%,0.1%,-3%,-12%,-18%,
CCOC(=O)c1nnn(CC(=O)Nc2ccccc2OC)c1C(=O)OCC,-11%,i,17%,3%,-10%,
CC(=O)N1CCN(c2cccc(C)c2C)CC1,-6%,i,-10%,1%,4%,
O=C(NCC1CCCO1)c1cccc(NS(=O)(=O)c2ccc(Br)cc2)c1 (configuration not stated),2%,2.5%,-5%,0%,4%,
COc1ccc(NC(=O)Nc2cccc3c2O[C@H](CN(C)C(=O)Nc2c(C)noc2C)[C@@H](C)CN([C@H](C)CO)C3=O)cc1,-1%,0.4%,-6%,.,10%,
CSc1cc(-c2ccccc2)n(Cc2ccccc2Cl)c(=O)c1C#N,9%,7.6%,-5%,9%,1%,
Oc1ccc(-c2cccc(-c3ccc(O)cc3)c2)cc1,6%,1.8%,2%,-5%,4%,
CC(=O)c1ccc(NC(=O)c2ccc(NC(=O)c3ccco3)cc2)cc1,0%,i,12%,2%,-12%,
CN1CCN(S(=O)(=O)c2ccc(NC(=O)COc3ccccc3Cl)cc2)CC1,-2%,i,5%,15%,1%,
CCOc1ccc(N(CC(=O)NCc2ccccc2Cl)S(=O)(=O)c2c(C)[nH]c(=O)[nH]c2=O)cc1,0%,1.7%,-7%,3%,7%,
Cc1ccc(S(=O)(=O)N2C[C@@H]3CCCC[C@@H]3[C@@H](C)[C@H]2c2cn(Cc3ccccc3)c3ccc(F)cc23)cc1,.,i,-5%,.,.,
CCOC(=O)c1c(C)noc1-c1ccc(Br)o1,3%,1.2%,-10%,1%,-9%,
CCN(Cc1ccccc1)C(=O)Cn1c(=O)n(-c2ccc(OC)cc2OC)c(=O)c2c(C)c(C)sc21,-1%,4.2%,4%,10%,17%,

# Arranged by molecular weight (lowest first): some entries from above
SMILES,M. tuberculosis HTS,VEEV TC-83 Vero,influenza NS1A,Salmonella PhoP GFP,tuberculosis growth,others
Oc1ccc(-c2cccc(-c3ccc(O)cc3)c2)cc1,6%,1.8%,2%,-5%,4%,
CCOC(=O)c1c(C)noc1-c1ccc(Br)o1,3%,1.2%,-10%,1%,-9%,
CN1CCN(S(=O)(=O)c2ccc(NC(=O)COc3ccccc3Cl)cc2)CC1,-2%,i,5%,15%,1%,
O=C(NCC1CCCO1)c1cccc(NS(=O)(=O)c2ccc(Br)cc2)c1 (configuration not stated),2%,2.5%,-5%,0%,4%,
CCOc1ccc(N(CC(=O)NCc2ccccc2Cl)S(=O)(=O)c2c(C)[nH]c(=O)[nH]c2=O)cc1,0%,1.7%,-7%,3%,7%,
COc1ccc(NC(=O)Nc2cccc3c2O[C@H](CN(C)C(=O)Nc2c(C)noc2C)[C@@H](C)CN([C@H](C)CO)C3=O)cc1,-1%,0.4%,-6%,.,10%,

# The listing picks up with the 5 entries that preceded the break.
SMILES,M. tuberculosis HTS,VEEV TC-83 Vero,influenza NS1A,Salmonella PhoP GFP,tuberculosis growth,others
CN1CCN(S(=O)(=O)c2ccc(NC(=O)COc3ccccc3Cl)cc2)CC1,-2%,i,5%,15%,1%,
CCOc1ccc(N(CC(=O)NCc2ccccc2Cl)S(=O)(=O)c2c(C)[nH]c(=O)[nH]c2=O)cc1,0%,1.7%,-7%,3%,7%,
Cc1ccc(S(=O)(=O)N2C[C@@H]3CCCC[C@@H]3[C@@H](C)[C@H]2c2cn(Cc3ccccc3)c3ccc(F)cc23)cc1,.,i,-5%,.,.,
CCOC(=O)c1c(C)noc1-c1ccc(Br)o1,3%,1.2%,-10%,1%,-9%,
CCN(Cc1ccccc1)C(=O)Cn1c(=O)n(-c2ccc(OC)cc2OC)c(=O)c2c(C)c(C)sc21,-1%,4.2%,4%,10%,17%,
Cc1ccsc1C(=O)NNC(=O)Nc1ccc(Cl)c(Cl)c1,4%,i,10%,0%,3%,
O=C(COc1ccc(S(=O)(=O)N2CCCCC2)cc1)NCc1ccccn1,-6%,2.5%,-5%,2%,-12%,
COc1ccc(OC)c(C2=Nn3c(nnc3-c3cc(C)[nH]n3)SC2)c1,1%,4.4%,-14%,-7%,11%,
Cc1ccc(C)c(C(=O)CN2C(=O)NC3(CCC(C)CC3)C2=O)c1 (configuration not stated),4%,0.2%,5%,-1%,7%,
Cc1ccc(C(=O)NNC(=O)CCn2nnc3ccccc32)cc1,-1%,1.4%,-3%,5%,4%,
COC(=O)C1=CN(C)C=C(C(=O)OC)C1c1ccccc1Cl,1%,3.0%,31%,0%,10%,
Cc1ccc(S(=O)(=O)N(C)c2ccc(OCC(=O)OCC(=O)N(CC#N)c3ccccc3)cc2)cc1,16%,2.6%,-4%,-5%,16%,
C(=NN1CCCCCC1)c1c[nH]c2ccccc12,.,6.2%,-11%,.,.,
CCSc1nnc(NC(=O)c2cccc(OCc3c(C)noc3C)c2)s1,12%,3.4%,-2%,-11%,-5%,
COC(=O)N/N=C(\C)c1ccc(OC(F)F)cc1,-3%,0.7%,11%,5%,3%,
